TrxR1 substrate = qHTS Assay for Substrates of Mammalian Selenoprotein Thioredoxin Reductase 1 (TrxR1): qHTS. Thioredoxin reductase 1, cytoplasmic (Rattus norvegicus), O89049. purified TrxR1 substrate turnover, NADPH consumption readout. Potency, µM (titrated, usually from 114 µM), inactives show at the top dose activity change, negative = substrate turnover. hit rate 0.01% among 390,000. AID 588456, 2011; note: potency is the fitted concentration of half-maximal effect; % is set by controls: 0 for no effect and ±100 for the full control effect; nearly all actives have a fitted effect of over 50% in size
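Rat TrxR1, dispensed at 90 nM, was prereduced with 400 uM NADPH (final) for 5 min at ~22 deg C, then incubated with compound 15 min before 400 uM selenite. A first-read NADPH fluorescence drop versus no-compound background flagged substrates.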
Tb PGK inh = qHTS Assay to Find Inhibitors of Phosphoglycerate Kinase; PGK/GAPDH coupled, Kinase-Glo luminescence, 60 min; Potency, µM (doses to about 57.5 µM), for inactives: top-dose activity change, negative = inhibition, hits mostly inhibitors; hit rate 0.043% among 380,000; note: potency is the fitted concentration of half-maximal effect; % is set by controls: 0 for no effect and ±100 for the full control effect; nearly all actives have a fitted effect of over 60% in size
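Recombinant glycosomal PGK reaction used 1,3-bisphosphoglycerate generated in-well by GAPDH (100nM final) in 100mM TEA pH 7.6, 5mM MgCl2, 0.01% Tween-20. After 60 minutes at room temperature, ATP was read by Kinase-Glo Plus luminescence end-point.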
GLS inh = qHTS for Inhibitors of Glutaminase (GLS). Potency, µM (highest dose often 45.5 µM), for the others: at the highest dose activity change, negative = inhibition, actives largely listed as inhibitors. AID 624170, 2012. GLS enzymatic activity, qHTS titration. Glutaminase kidney isoform, mitochondrial (Homo sapiens), O94925. hit rate 0.21% among 410,000; note: potency is the fitted concentration of half-maximal effect; % is set by controls: 0 for no effect and ±100 for the full control effect
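hKGA in 45 mM KH2PO4 (pH 8.2), 0.02% Tween-20 with compound, then 1mM L-Glutamine (stock as added) plus glutamate oxidase/HRP/Amplex red coupling mix. Fluorescence read initially and after 30 min at RT; signal change reflects glutamate formation.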
USP1 inh = Inhibitors of USP1/UAF1: Primary Screen. Ubiquitin carboxyl-terminal hydrolase 1 (Homo sapiens), O94782. recombinant USP1/UAF1, Ub-Rhodamine cleavage fluorescence. Potency, µM (titrated, usually from 57.1 µM), for the others: at the highest dose activity change, negative = inhibition, most hits filed as inhibitors. hit rate 0.23% among 390,000. AID 743255, 2014; note: potency is the fitted concentration of half-maximal effect; % is set by controls: 0 for no effect and ±100 for the full control effect; nearly all actives have a fitted effect of over 60% in size; inactives centre near -12
Target sequence (O94782 whole entry, looked up): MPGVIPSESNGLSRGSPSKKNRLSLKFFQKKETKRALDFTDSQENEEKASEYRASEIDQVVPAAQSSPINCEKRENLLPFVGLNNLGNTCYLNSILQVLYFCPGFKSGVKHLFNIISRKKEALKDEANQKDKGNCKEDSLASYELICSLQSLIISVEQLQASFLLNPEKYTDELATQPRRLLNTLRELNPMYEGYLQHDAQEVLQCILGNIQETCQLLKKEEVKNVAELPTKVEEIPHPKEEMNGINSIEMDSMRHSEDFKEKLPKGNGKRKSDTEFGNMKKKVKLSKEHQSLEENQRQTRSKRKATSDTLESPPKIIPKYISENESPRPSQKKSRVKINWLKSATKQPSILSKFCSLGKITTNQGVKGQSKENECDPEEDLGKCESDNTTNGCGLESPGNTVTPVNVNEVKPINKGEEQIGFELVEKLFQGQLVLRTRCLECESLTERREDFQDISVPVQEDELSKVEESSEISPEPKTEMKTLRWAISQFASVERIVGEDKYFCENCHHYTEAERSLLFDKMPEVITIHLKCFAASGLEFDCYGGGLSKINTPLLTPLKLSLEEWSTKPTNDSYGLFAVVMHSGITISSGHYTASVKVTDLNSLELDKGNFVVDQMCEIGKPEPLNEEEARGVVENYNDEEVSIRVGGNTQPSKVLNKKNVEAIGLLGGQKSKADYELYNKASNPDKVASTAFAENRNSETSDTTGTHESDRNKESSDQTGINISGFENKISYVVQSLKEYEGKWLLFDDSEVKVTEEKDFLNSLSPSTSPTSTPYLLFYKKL
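USP1/UAF1 complex (1 nM) preincubated 15 min at room temperature with compound, then Ub-Rho substrate (150 nM final) added. Kinetic fluorescence at 480/540 nm over 6 reads at 60 s intervals; 50 mM HEPES pH 7.8, 0.5 mM EDTA, 0.1 mg/ml BSA, 1 mM TCEP, 0.01% Tween-20.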
PI4K2A inh = qHTS for small molecular inhibitors of PI4K2A; activity change, negative = inhibition, % at 76.9 µM; AID 1346378, 2018; hit rate 0.13% among 420,000; purified PI4K2A, ADP-Glo luminescence, 1 h; stronger effect = lower value; in the data active = activity change below about -50%; inconclusive = mostly about -30% to -49%;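 note: -100% = wells without enzyme as full effect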
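In this quantitative HTS, ADP production by PI4K2A was quantified luminescently after 1 h at ambient temperature; 100 microM adenosine served as plate-quality control.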
Pin1 inh = qHTS Assay to Find Inhibitors of Pin1 | hit rate 0.009% among 390,000 | Pin1 FP peptide displacement, HiFluor488, 10 min | Peptidyl-prolyl cis-trans isomerase NIMA-interacting 1 (Homo sapiens), Q13526 | Potency, µM (top dose mostly 115 µM), without a hit: top-dose activity, negative = inhibition, actives largely listed as inhibitors | AID 504891, 2011; active = well fitted inhibition curve with a large enough effect in the polarisation, with a control signal flat, not every such curve was filed as active; inconclusive = small, poorly fitted or top-dose-only effect, or effect the other way, or a change in a side signal; inactive = no such curve, though single readings can be large or run the other way; the % refers to the polarisation; note: potency is the fitted concentration of half-maximal effect; % is set by controls: 0 for no effect and ±100 for the full control effect
Target sequence (Q13526 whole entry, looked up): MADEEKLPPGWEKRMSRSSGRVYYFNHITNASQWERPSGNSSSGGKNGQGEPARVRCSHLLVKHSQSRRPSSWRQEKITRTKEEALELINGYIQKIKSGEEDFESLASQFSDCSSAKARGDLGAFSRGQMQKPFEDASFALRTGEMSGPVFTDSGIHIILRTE
HP1b binding inh = HTS for Inhibitors of HP1-beta Chromodomain Interactions with Methylated Histone Tails; Chromobox protein homolog 1 (Homo sapiens), P83916; AlphaScreen HP1-beta / biotin-H3K9me3 peptide binding; Potency, µM (doses to about 114 µM), inactives show at the top dose activity change, negative = inhibition, usual class: inhibitors; hit rate 0.56% among 390,000; AID 540317, 2011; note: potency is the fitted concentration of half-maximal effect; nearly all actives have a fitted effect of over 70% in size; inactives centre near 23
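Compound inhibition of the preformed complex between 50 nM HP1-beta and 50 nM biotinylated H3K9me3 peptide was read by AlphaScreen. Buffer was PBS pH 7.4 with 0.01% Tween-20. Incubations ran 30 min at room temperature, with 10 ug/mL donor/acceptor beads.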
IDH1 R132H inh = qHTS for Inhibitors of mutant isocitrate dehydrogenase 1 (IDH1): qHTS. Isocitrate dehydrogenase [NADP] cytoplasmic (Homo sapiens), O75874. IDH1-R132H enzyme, NADPH consumption, diaphorase/resazurin fluorescence. Potency, µM (top dose mostly 76.6 µM), without a hit: top-dose activity change, negative = inhibition, actives largely listed as inhibitors. hit rate 0.093% among 390,000; note: potency is the fitted concentration of half-maximal effect; % is set by controls: 0 for no effect and ±100 for the full control effect; nearly all actives have a fitted effect of over 65% in size
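IDH1-R132H (0.5 ug/mL) preincubated 30 min with compound, then NADPH (0.016 mM) and alpha-KG (2 mM) added; 80 min at RT, pH 7.5. Remaining NADPH coupled via diaphorase/resazurin to fluorescence (540/590 nm); concentration-response curves normalized to no-enzyme control.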
rTrxR1 inhibitor = qHTS Assay for Inhibitors of Mammalian Selenoprotein Thioredoxin Reductase 1 (TrxR1): qHTS | recombinant rTrxR1, NADPH fluorescence consumption, selenite substrate | Potency, µM (doses to about 114 µM), for inactives: at the top dose activity change, negative = inhibition, most hits filed as inhibitors | hit rate 1% among 390,000 | Thioredoxin reductase 1, cytoplasmic (Rattus norvegicus), O89049; note: potency is the fitted concentration of half-maximal effect; % is set by controls: 0 for no effect and ±100 for the full control effect; nearly all actives have a fitted effect of over 65% in size
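Rat TrxR1 (90 nM in the dispensed reagent) was pre-reduced with 400 uM NADPH for 5 min at room temperature, then incubated with compound for 15 min. After 400 uM selenite was added, NADPH fluorescence (Ex 340/Em 450 nm) was followed for 8 min.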
* hit, by the source's call; i = inactive; ? = inconclusive; . = not tested or not shown; & = joins results of further samples; [ ] = remark or other dose. Unless noted, calls come from the whole dose curve; as a rule, active = well fitted curve in the direction sought with a large enough effect; inconclusive = small, poorly fitted or top-dose-only effect, or another doubt; inactive = no such curve, though single readings can be large; an effect the other way counts as inactive or inconclusive. This is a subset. The share of hits here may be higher or lower than overall.

molecule | TrxR1 substrate | Tb PGK inh | HP1b binding inh | Pin1 inh | PI4K2A inh | IDH1 R132H inh | GLS inh | USP1 inh | rTrxR1 inhibitor
CCOC(=O)N1CCN(C(=O)COC(=O)CNC(=O)c2ccc(Cl)cc2Cl)CC1 | -1% | 9% | 15% | 3% | -1 | 0% | 1% | -11% | 10%
CCc1nc2ccc(C(=O)N3CCN(c4ccc([N+](=O)[O-])cc4)CC3)cc2nc1CC | -3% | -6% | -7%[57 µM] | 8% | 6 | -3% | 7% | -15% | -9%
CC1CC(C)CN(C(=O)C2CCN(S(=O)(=O)c3cccc4cccnc34)CC2)C1 (centres undefined) | -6% | 0% | 19% | 1% | 9 | -13% | -3% | -19% | -8%
O=C(N/N=C/c1ccc(-c2ccc([N+](=O)[O-])cc2)o1)C(O)c1ccccc1 (centres undefined) | -12%[57.1 µM] | -1% | 3% | ? | 2 | 10% | 0% | -1% | 9%[57.1 µM]
O=S(=O)(NC(=NCc1ccccc1)c1ccccc1)c1ccccc1 | 4% | 5% | 3% | -9% | 3 | 8% | 4% | -2% | 13%
Cc1ccc(-c2ccc(=O)n(Cc3c(F)cccc3Cl)n2)cc1 | 8%[57.1 µM] | -11% | 19% | -1% | -3 | -13% | -5% | ? | 11%[57.1 µM]
COc1ccc(OC(C)C(=O)Nc2ccc(F)cc2F)cc1 (centres undefined) | 6%[57.1 µM] | -8% | 5% | 1% | -9 | 2% | -1% | -1% | 18%[57.1 µM]
Nn1cc(-c2ccccc2)nc1SCC(=O)Nc1ccc2c(c1)OCO2 | 5% | 1% | -25% | -1% | -1 | 2% | 14% | -20% | 19%
CCOc1ccc(CNC(=O)CCC(=O)n2ncc3ccc(Cl)cc32)cc1 | 1%[57.1 µM] | i | 43%[activator] | -4% | -1 | 6% | -1% | -9% | 2%[57.1 µM]
CCOC(=O)CSc1cccc2cccnc12 | 35%[activator][57.1 µM] | i | 18% | -2% | 4 | 9% | 5% | -6% | -5%[57.1 µM]
CN(C1=NS(=O)(=O)c2ccccc21)c1ccc(OC(=O)c2ccncc2)cc1 | 1% | -4% | 47%[activator] | 7% | -14 | 0% | 1% | 1% | -18%
COc1ccc(CN(C)CC(=O)Nc2sc3c(c2C#N)CCC3)cc1OC | 0% | 10% | 15% | 6% | -3 | 3% | 18% | -11% | 9%
COC(=O)c1c(NC(=O)/C=C/c2ccc3c(c2)OCO3)sc(C)c1C | -3% | -2% | 7% | -2% | 1 | -11% | 0% | -11% | 2%
CCCc1cc(=O)[nH]c(SCC(=O)N(C)C2CCCCC2)n1 | -3% | -10% | 40%[activator] | 2% | -4 | -3% | 2% | -7% | 20%
Cc1sc2ncn(CC(=O)N3CCN(c4ccccc4F)CC3)c(=O)c2c1S(=O)(=O)N1CCC(C)CC1 | -12% | i | 30% | 1% | 2 | 6% | -7% | 0% | 15%[2.29 µM]
CCOc1cccc(C(=O)N(Cc2ccc(C)o2)C2CCS(=O)(=O)C2)c1 (centres undefined) | 0% | . | 7% | 0% | 2 | . | -3% | 5% | 3%
CCOc1ccc(C(=O)Nc2ccc(N3CCN(C)CC3)cc2)cc1Br | 7%[57.1 µM] | -10% | -5% | -3% | -1 | 3% | 14% | -3% | 18%[57.1 µM]
O=C(CN1C(=O)c2ccccc2S1(=O)=O)Nc1cccc(S(=O)(=O)N2CCCCC2)c1 | -13% | -11% | 12% | 0% | 2 | 8% | 3% | -8% | -17%
Cc1ccc(C(=O)OCC(=O)NCc2ccc(Cl)cc2Cl)o1 | 1% | -2% | 29% | -9% | 3 | -9% | -3% | -19% | 2%
COc1cccc(/C=N/NC(=O)c2cccc([N+](=O)[O-])c2)c1OS(=O)(=O)c1ccc(C)cc1 | 1% | -1% | 13% | 5% | 4 | 5% | 0% | -18% | 11%
CCN(CC)CCNC(=O)CCCNC(=O)Cn1cnc2sc(C)c(C)c2c1=O | -2% | -4% | 22% | -5% | 0 | 1% | 1% | -19% | -5%
CC1(C)OC(=O)N(c2ccccc2)C12C=Cc1cc(Br)ccc1O2 (centres undefined) | -8% | -4% | 24% | 5% | 3 | 1% | -6% | -7% | 5%
O=C(NCC1CCCO1)c1c(O)c2cccc3c2n(c1=O)CC3 (centres undefined) | 34% | -2% | 47%[activator] | -3% | -10 | 9% | -3% | -22% | -1%
COc1cc(S(=O)(=O)N(Cc2ccco2)C2CCCC2)ccc1-n1cnnn1 | 2%[57.1 µM] | i | 42% | 1% | 0 | 0% | 2% | -19% | 14%[57.1 µM]
Cc1ccc(-n2nc(C(=O)O)cc2-c2ccc(Cl)cc2)cc1 | 8%[57.1 µM] | -7% | 11% | 0% | -4 | 3% | 21% | ? | 20%[57.1 µM]
CCOC(=O)C1(Cc2ccccc2)CCN(Cc2cnc(N3CCOCC3)s2)CC1 | 4%[57.1 µM] | i | 16% | -5% | -2 | 4% | 1% | -8% | 21%[57.1 µM]
Cc1ccccc1NC(=O)C(C)c1ccc(-c2ccccc2)c(F)c1 (centres undefined) | -3% | -1% | 8% | -1% | -1 | 1% | 0% | -20% | -3%
O=C(NCCCCC(NC(=O)C1CCCCC1)C(=O)O)c1ccccc1 (centres undefined) | 6% | -5% | 15% | 0% | 11 | 5% | 5% | -5% | 18%
CC(NC(=O)C1CCCCC1)C(c1cccs1)N1CCOCC1 (centres undefined) | 5%[57.1 µM] | 1% | 40%[activator] | 3% | -3 | 0% | 0% | -13% | 4%[57.1 µM]
Cc1cc(C(=O)N/N=C/c2c(C)[nH]n(-c3ccccc3)c2=O)n[nH]1 | -11% | -6% | 36% | -7% | -16 | 5% | 35%[activator] | -19% | 11%
Cc1cc(C(=O)Cn2nc(C(=O)O)c3ccccc3c2=O)c(C)n1CCc1ccc(Cl)cc1 | 1% | 0% | 18% | 28% | -6 | -2% | -1% | -15% | 16%
CCOc1ccc2ccccc2c1/C=N/NC(=O)CC1(C)OCCCO1 | -9% | -4% | 33% | -8% | 2 | 21% | -1% | -18% | -15%
COc1ccc(CNC(=O)c2ccncc2)cc1 | 0% | -3% | 13% | 4% | 4 | 1% | -10% | -15% | 21%
CCCCNC(=O)c1cn(CC(C)C)c(=O)c2c1c1ccccc1n2C | 16%[57.1 µM] | 6% | 32% | ? | 2 | 1% | 70%[activator] | -18% | 6%[57.1 µM]
CCc1nc(Nc2ccccc2OC)c2oc3ccccc3c2n1 | 90%[activator] | -8% | 56%[activator] | -6% | -5 | 9% | 2% | -25% | 23%
COc1cc(NC(=O)c2cccc([N+](=O)[O-])c2C)ccc1NC(=O)c1ccco1 | 0% | -10% | 7% | 5% | -5 | -1% | 2% | -23% | 3%
COc1ccc(NC(=O)/C(C#N)=C/c2c(C)nn(-c3ccc(F)cc3)c2Cl)cc1Cl | -6% | 5% | 13% | -2% | 7 | -1% | 2% | -10% | -2%
COc1ccc(C(=O)NCC(c2ccc(N(C)C)cc2)N2CCCC2)c(OC)c1 (centres undefined) | 6%[57.1 µM] | -6% | -24% | -4% | 0 | -7% | 47%[activator] | -17% | 23%[57.1 µM]
CCN(CC)C(=O)c1sc2c(c1C)c(=O)n(CCc1ccccc1)c(=O)n2Cc1ccc(C)cc1 | 4%[57.1 µM] | -3% | 29% | 8% | 4 | 8% | 7% | -26% | 17%[57.1 µM]
O=[N+]([O-])c1cnccc1Nc1ccc(F)cc1 | -4% | i | 22% | -8% | 7 | 3% | -20% | 1% | -6%
COc1ccc(S(=O)(=O)N2CCCCC2)cc1NC(=O)c1ccc(N2CCCC2=O)cc1 | 3% | -7% | 42%[activator] | 0% | 0 | -8% | 1% | -12% | 27%
COc1ccc(-n2c(=O)c3ccccc3n(CC(=O)NC3CCCCC3)c2=O)c(OC)c1 | 7%[57.1 µM] | 4% | 22% | -5% | -6 | 4% | -1% | -18% | 1%[57.1 µM]
O=C(Nc1cccnc1Cl)c1cccs1 | 2% | 7% | 25% | 1% | 0 | -1% | -5% | -19% | 8%
Cc1noc(C)c1NC(=O)Nc1cccc2c1O[C@H](CN(C)S(=O)(=O)c1cccs1)[C@@H](C)CN([C@H](C)CO)C2=O | 2% | -2% | 25% | 0% | 4 | -4% | -6% | -3% | 4%
O=C(CCCCC(=O)Nc1c(I)cc(I)c(C(=O)O)c1I)Nc1c(I)cc(I)c(C(=O)O)c1I | -3% | i | 65%[activator] | -12% | -5&0 | 2% | -6%&-17% | -22% | 3%
CN(C)C(CNC(=O)c1ccc(S(=O)(=O)Nc2cccc(C(F)(F)F)c2)cc1)c1ccco1 (centres undefined) | -1% | -1% | 28% | 8% | -7 | 10% | -1% | -22% | -22%
